CSN inh: inhibitors of human CSN-mediated cullin deneddylation; AID 651999; Purified CSN, SCF-Nedd8-OG deneddylation, fluorescence polarization; inhibition, % at 12.5 µM; hit rate 0.38% among 360,000;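 active = pattern-corrected inhibition above about 35%, with an unprinted fluorescence ratio check between 0.5 and 1.5, limit read from the data, passing the limit was not always enough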;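 note: 0% = enzyme with substrate and 100% = substrate without enzyme; some results filed as inactive read as strong as hits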
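Material: human Csn5 produced in HEK293T cells; Input: enzyme 0.24 nM; Reagent: SCFSkp2-Nedd8OG substrate at 10 nM final; Dosing: 12.5 µM compound; Incubation: 90 min reaction at room temperature; Detection: fluorescence polarization of the substrate; Evaluation: % inhibition of substrate cleavage by Csn5; Control set: substrate-only high control, full reaction low control.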
NadD inh: NadD (S. aureus) enzyme inhibition. purified NadD enzyme, colorimetric absorbance read-out. inhibition, % at 20 µM. hit rate 0.78% among 360,000; in the data active = inhibition above about 26%; note: some compounds past the cut are filed as inactive
STEP inh: STEP (human) phosphatase inhibition; hit rate 0.25% among 360,000; recombinant STEP, OMFP fluorogenic substrate, fluorescence; inhibition, % at 20 µM;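 active = inhibition at 20 µM, scaled per plate between control wells, above about 37%, limit read from the data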;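 note: 0% = DMSO with enzyme and substrate and 100% = substrate only without enzyme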
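Assay system: isolated STEP enzyme / Timing: 20 min at room temperature, dark / Doses: 20 µM, 1% DMSO / Technique: fluorescence intensity, excitation 480 nm, emission 540 nm / Reagent: fluorogenic phosphatase substrate OMFP at 25 µM final / Measure: percent inhibition scaled to no-enzyme and uninhibited-enzyme controls, plate-pattern corrected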
MsrA inhibitor: bovine MsrA inhibition | purified bovine MsrA, absorbance read-out | inhibition, % at 15.5 µM | hit rate 0.75% among 360,000 | AID 651718; in the data active = inhibition above about 4.5%;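 note: 0% = vehicle wells with enzyme and 100% = reference inhibitor wells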
SUMO1 PPI mod: alters human SUMO1 binding to SIM partners. SUMO1 binding to a labelled peptide, TR-FRET, 1 h. inhibition, % at 20 µM. hit rate 0.33% among 360,000. AID 602429; in the data active = inhibition above about 37%
Rpn11 block: Rpn11 (human) deubiquitinase inhibition; AID 588493; hit rate 0.59% among 360,000; O00487; calls only at 20 µM; human 26S proteasome, Ub4-pepOG fluorescence polarization; 20S core pre-blocked with epoxomicin;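 active = inhibition at 20 µM, scaled to each plate's controls, above about 33%, limit read from the data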
Scp-1 inhibitor: Scp-1 (human) phosphatase inhibition; Q9GZU7; Recombinant Scp1, phosphopeptide, malachite green phosphate absorbance; hit rate 0.88% among 340,000; AID 493091; inhibition, % at 20 µM;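 active = inhibition above about 50% at 20 µM, limit read from the data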;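 note: plate controls were DMSO wells with enzyme for no effect and wells lacking enzyme for full effect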
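System: SCP-1 catalytic domain; Reagent: Phospho 17-mer peptide substrate; Doses: one concentration, 20 µM, with 1.0% DMSO; Incubation: 45 min room-temperature reaction, 5 min colour, 30 min stabiliser; Signal: Phosphate-binding colour reagent, absorbance read at 630 nm.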
Tb MetRS inh: Trypanosoma brucei MetRS inhibition; purified T. brucei MetRS, ATP depletion, Kinase-Glo luminescence; inhibition, % at 11.9 µM; hit rate 0.4% among 360,000; AID 624268;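 active = inhibition above a per-plate cutoff of the control wells' mean inhibition plus 3 SD, cut at about 5.5% in these data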;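 note: 0% = DMSO wells median and 100% = median of wells with control inhibitor compound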
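Test system – parasite MetRS enzyme · Reagent – substrates ATP, L-methionine and bulk Escherichia coli tRNA · Doses – 11.9 µM compound single dose, 0.9% DMSO · Times – 15 min enzyme-compound preincubation, 2 h reaction, 10 min detection, 25 °C · Signal – Kinase-Glo luminescence, ATP depletion format · Controls – DMSO-only wells as low control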
DNMT1 inh: inhibitors of human DNMT1; P26358; DNMT1 molecular beacon, Hinp1I cleavage, fluorescence; inhibition (reported as % activation of signal), % at 10 µM; hit rate 0.83% among 360,000; AID 588458; in the data active = inhibition above about 50%
Target sequence (P26358 504-1616 limits assumed): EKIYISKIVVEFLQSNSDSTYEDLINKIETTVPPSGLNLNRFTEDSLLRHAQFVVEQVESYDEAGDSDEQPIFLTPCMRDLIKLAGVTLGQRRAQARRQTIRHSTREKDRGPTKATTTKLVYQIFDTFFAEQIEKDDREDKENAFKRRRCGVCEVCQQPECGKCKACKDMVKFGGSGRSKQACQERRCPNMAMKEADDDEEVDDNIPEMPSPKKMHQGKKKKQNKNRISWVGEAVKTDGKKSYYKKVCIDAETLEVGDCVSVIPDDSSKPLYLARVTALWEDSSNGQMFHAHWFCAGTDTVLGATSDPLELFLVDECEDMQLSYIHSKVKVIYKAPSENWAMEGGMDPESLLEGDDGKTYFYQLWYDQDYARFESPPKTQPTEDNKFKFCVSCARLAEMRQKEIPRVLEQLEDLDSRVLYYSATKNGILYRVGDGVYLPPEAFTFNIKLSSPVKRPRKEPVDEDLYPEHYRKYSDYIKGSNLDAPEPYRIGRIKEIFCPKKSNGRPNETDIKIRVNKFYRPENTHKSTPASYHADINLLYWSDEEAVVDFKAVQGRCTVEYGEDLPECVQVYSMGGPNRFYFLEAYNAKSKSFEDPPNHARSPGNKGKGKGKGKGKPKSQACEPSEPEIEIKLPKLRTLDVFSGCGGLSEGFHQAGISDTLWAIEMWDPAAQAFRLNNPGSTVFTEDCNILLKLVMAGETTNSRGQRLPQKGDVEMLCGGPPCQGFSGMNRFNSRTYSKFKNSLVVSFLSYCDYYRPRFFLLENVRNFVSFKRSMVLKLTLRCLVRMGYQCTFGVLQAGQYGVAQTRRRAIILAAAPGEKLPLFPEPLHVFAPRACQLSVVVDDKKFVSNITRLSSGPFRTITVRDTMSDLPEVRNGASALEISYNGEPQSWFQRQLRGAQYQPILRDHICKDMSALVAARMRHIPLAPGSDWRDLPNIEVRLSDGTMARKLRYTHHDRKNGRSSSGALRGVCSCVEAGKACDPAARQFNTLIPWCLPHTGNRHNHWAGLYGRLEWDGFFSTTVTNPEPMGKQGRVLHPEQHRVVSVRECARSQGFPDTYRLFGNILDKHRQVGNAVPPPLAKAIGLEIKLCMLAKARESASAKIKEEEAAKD
LMPTP inh: blocks human LMPTP phosphatase. P24666. recombinant LMPTP-A, OMFP fluorogenic substrate, fluorescence intensity. inhibition, % at 20 µM. hit rate 0.22% among 360,000. AID 651560;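 active = compounds that cut the enzyme signal by at least half of the control window in the single-dose screen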;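 note: plate controls were DMSO wells with enzyme plus substrate for no effect and substrate without enzyme for full effect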
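Test system: LMPTP-A, protein tyrosine phosphatase of low molecular weight; Input: 0.625 nM enzyme; Incubation: 50 min dark incubation at room temperature; Signal: endpoint fluorescence intensity from OMFP dephosphorylation; Read-out basis: % inhibition versus control wells.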
* marks the source's active call; other numbers are inactive results; i = inactive; x = no result given; + = active, no number; & = joins results of further samples. Not a hit list; any-hit rate near 3.9%.

SMILES	CSN inh	NadD inh	STEP inh	MsrA inhibitor	SUMO1 PPI mod	Rpn11 block	Scp-1 inhibitor	Tb MetRS inh	DNMT1 inh	LMPTP inh
CC1C(=O)Nc2ccccc2N1C(=O)C1CC1 (centres undefined)	-8	-2	-1	1.1	3	i	-3	0.1	-1	-0.9
COC(=O)c1cc(Cl)c(NC(=O)/C=C/c2ccc(OC)cc2)cc1OC	-6	-4	1	0.4	-1	i	3	-0.3	-7	-1.2
Cc1cccc(-c2noc(CCCC(=O)Nc3ccc(C(N)=O)cc3)n2)c1	1	-7	2	-0.3	-2	i	-9	-0.5	-2	1.9
CCCCOc1ccc(C(=O)NCCN2CCC(n3c(=O)[nH]c4ccccc43)CC2)cc1	-8	-8	x	-0.8	-1	x	x	-0.9	x	3.2
CC(C)(C)c1ccc(/C=C(\c2nc3ccccc3[nH]2)S(=O)(=O)c2ccccc2)cc1	4	6	0	x	6	i	-2	-1.0	5	4.0
CCN1/C(=C/C(C)=C/c2sc3ccccc3[n+]2CC)Sc2ccccc21	77*	3&7	37	1.0&0.8	21&-25	+	-1	-2.7&-2.4	13	74*
CCCCn1nnnc1C(c1ccc(OC)cc1)N1CCN(C/C=C/c2ccccc2)CC1 (centres undefined)	-1	-8	-1	-0.1	4	i	x	-0.9	-1	-0.7
CCOC(=O)c1[nH]c2ccc(Br)cc2c1NC(=O)CCN1CCOCC1	-2	4	1	1.0	-10	i	5	-0.3	0	-1.6
Cc1ccccc1S(=O)Cc1ccc(C(=O)NC2CCN(Cc3ccccc3)CC2)o1 (centres undefined)	-1	1	2	0.4	-6	i	-9	-0.3	0	-2.0
CCc1nc(NCCO)c(C#N)c2c1CCCC2	3	1	1	2.3	-3	i	-4	-1.2	5	0.9
CCOC(=O)CNc1nc(-c2ccncc2)nc2ccccc12	0	-2	9	4.5	8	i	-3	0.1	1	-0.1
CCn1cc(C(=O)O)c(=O)c2cc(F)c(N3CCN(C(=S)NC(=O)c4c(OC)cccc4OC)CC3)cc21	11	12	5	-1.0	6	i	-5	-0.5	0	65*
COc1cccc(-n2c(C)c(C(C)=O)c(C(C)=O)c2C)c1	-5	-2	1	1.2	2	i	-10	-0.5	0	-0.9
FC(F)(F)c1cccc(Cc2noc(CN3CCC(c4ccncc4)CC3)n2)c1	1	-2	12	-0.6	0	i	-12	0.8	1	-0.5
O=C(CC(=O)N/N=C/c1ccccc1O)NCc1cccnc1	-3	-6	3	0.4	-3	i	-14	3.3	3	-0.6
Fc1ccc(-c2nc3ccc(Br)cn3c2Cc2ccccc2C(F)(F)F)cc1	3	6	-4	0.6	3	i	x	-0.3	6	0.6
c1cncc(Oc2cccc(Oc3cccnc3)c2)c1	0	-3	-1	-1.6	-1	i	-4	-0.9	1	-1.3
CNC(=S)NCCCc1ccccc1	1	-5	4	-1.5	0	i	0	-0.5	-2	-1.5
O=C(/C=C/N1CCOCC1)c1cc2ccccc2o1	1	-6	-1	1.8	-10	i	13	-0.6	-2	0.4
Cc1ccc(C(=O)N/C(=C/c2ccc(-c3cccc([N+](=O)[O-])c3)o2)C(=O)NC(C)(C)C)cc1	-7	12	-3	2.5	-7	i	16	0.1	19	-2.4
O=C(Nc1cccc(C(F)(F)F)c1)Oc1ccccc1N1CCOCC1	1	-7	-1	0.5	1	i	1	-0.9	-3	-1.9
O=C(/C=C/c1ccc2c(c1)OCO2)Nc1c(C(=O)O)[nH]c2ccccc12	-5	1	8	4.7*	-6	i	-7	-0.3	-4	-0.8
CCN(CC)C(=O)C(C)N(C#N)c1nc(Cl)nc(N(C)C)n1 (centres undefined)	-1	-2	0	0.2	-4	i	0	0.2	-1	0.2
Cc1cccc(N2CCN(C(=O)N3CCCCC3)CC2)c1C	-1	1	-1	-0.5	1	i	-1	-0.5	-1	-1.0
CC1=C(C(=O)N(C(C)C)C(C)C)CC(CC(=O)NCCN2CCOCC2)C(=O)N1CCC1=CCCCC1 (centres undefined)	1	-6	1	1.4	2	i	x	-0.2	1	-1.1
CC(=O)NCCNC(=O)C1Cc2c(-c3ccccc3)ccnc2O1 (centres undefined)	3	0	-2	0.2	-1	i	x	0.5	-1	-0.2
CCNC(=S)/N=C(/Nc1ccc(OC)cc1)Nc1nc(C)cc(C)n1	3	5	-1	-1.3	-11	i	-9	0.3	-7	2.7
CCOC(=O)c1c(C)[nH]c(C(=O)OCc2c(C)noc2C)c1C	1	-3	4	-1.1	1	i	-2	-1.4	-1	1.7
CCN(C(=O)N(CC)c1ccccc1)c1ccccc1	0	5	1	0.6	9	i	48	-0.6	-2	0.3
CC(C)(C)NC(=O)CSc1nc(-c2ccccc2)cc(=O)[nH]1	7	4	-2	3.9	-2	i	-5	-0.9	-1	0.7

Some of the entries above in another layout.
| compound | CSN inh | NadD inh | STEP inh | MsrA inhibitor | SUMO1 PPI mod | Rpn11 block | Scp-1 inhibitor | Tb MetRS inh | DNMT1 inh | LMPTP inh |
| --- | --- | --- | --- | --- | --- | --- | --- | --- | --- | --- |
| CC(=O)NCCNC(=O)C1Cc2c(-c3ccccc3)ccnc2O1 (centres undefined) | 3 | 0 | -2 | 0.2 | -1 | i | x | 0.5 | -1 | -0.2 |
| CCNC(=S)/N=C(/Nc1ccc(OC)cc1)Nc1nc(C)cc(C)n1 | 3 | 5 | -1 | -1.3 | -11 | i | -9 | 0.3 | -7 | 2.7 |

The results go on.
SMILES	CSN inh	NadD inh	STEP inh	MsrA inhibitor	SUMO1 PPI mod	Rpn11 block	Scp-1 inhibitor	Tb MetRS inh	DNMT1 inh	LMPTP inh
Cc1ccc(OCCOC(=O)CN2C(=O)NC3(CCCC3)C2=O)cc1	1	-5	-1	3.4	1	i	3	-0.8	3	-0.7
NC(CO)C(O)c1ccc([N+](=O)[O-])cc1 (centres undefined)	3	-1	-7	0.1	6	i	4	-1.1	3	-1.5
NC(=O)CSc1nc2cccnc2n1-c1ccc(F)cc1	-3	-5	-2	-1.1	3	i	-3	-2.5	2	-1.2
CCCCc1cc2c(s1)CCCC/C2=N/O	-11	-8	-4	0.1	-1	i	-7	-0.2	2	2.4
CC(=NNC(N)=S)c1ccc2cc3c(cc2c1)OCO3	5	16	0	2.9	1	i	x	0.0	-2	1.2
COc1cccc(CNC(=O)C(C(=O)NCc2cccc(OC)c2)c2ncc(C(F)(F)F)cc2Cl)c1	3	-5	-2	0.7	2	i	33	-1.1	0	0.0
COC(=O)c1c(NC(=O)CN2C(=O)NC3(CCCCC3C)C2=O)sc2c1CCC2 (centres undefined)	-2	8	0	-0.3	1	i	15	-0.2	-8	0.9
O=S1(=O)c2c(F)cccc2OC(COCc2ccccc2)CN1C1CCCC1 (centres undefined)	-4	-2	3	-0.4	2	i	-20	0.8	6	3.1
CS(=O)(=O)N(Cc1ccc(Cl)cc1)c1ccc(C(=O)NCCSc2ccccn2)cc1	-1	4	1	1.2	0	i	16	-1.1	-2	1.4
O=C(CNC(=O)Cc1ccc(Cl)cc1)NCC(=O)N1CCCCC1	2	-4	-1	0.7	4	i	65*	-0.5	0	0.8
COc1ccccc1S(=O)(=O)N(C)C[C@@H]1Oc2cc(C#CCC(C)C)ccc2S(=O)(=O)N([C@H](C)CO)C[C@@H]1C	-3	-10	-1	0.3	1	i	x	-0.5	-19	3.5

In the list so far, 11 contain four or more nitrogen atoms.
SMILES	CSN inh	NadD inh	STEP inh	MsrA inhibitor	SUMO1 PPI mod	Rpn11 block	Scp-1 inhibitor	Tb MetRS inh	DNMT1 inh	LMPTP inh
Cc1cccc(-c2noc(CCCC(=O)Nc3ccc(C(N)=O)cc3)n2)c1	1	-7	2	-0.3	-2	i	-9	-0.5	-2	1.9
CCCCOc1ccc(C(=O)NCCN2CCC(n3c(=O)[nH]c4ccccc43)CC2)cc1	-8	-8	x	-0.8	-1	x	x	-0.9	x	3.2
CCCCn1nnnc1C(c1ccc(OC)cc1)N1CCN(C/C=C/c2ccccc2)CC1 (centres undefined)	-1	-8	-1	-0.1	4	i	x	-0.9	-1	-0.7
CCOC(=O)CNc1nc(-c2ccncc2)nc2ccccc12	0	-2	9	4.5	8	i	-3	0.1	1	-0.1
CCn1cc(C(=O)O)c(=O)c2cc(F)c(N3CCN(C(=S)NC(=O)c4c(OC)cccc4OC)CC3)cc21	11	12	5	-1.0	6	i	-5	-0.5	0	65*
FC(F)(F)c1cccc(Cc2noc(CN3CCC(c4ccncc4)CC3)n2)c1	1	-2	12	-0.6	0	i	-12	0.8	1	-0.5
O=C(CC(=O)N/N=C/c1ccccc1O)NCc1cccnc1	-3	-6	3	0.4	-3	i	-14	3.3	3	-0.6
CCN(CC)C(=O)C(C)N(C#N)c1nc(Cl)nc(N(C)C)n1 (centres undefined)	-1	-2	0	0.2	-4	i	0	0.2	-1	0.2
CC1=C(C(=O)N(C(C)C)C(C)C)CC(CC(=O)NCCN2CCOCC2)C(=O)N1CCC1=CCCCC1 (centres undefined)	1	-6	1	1.4	2	i	x	-0.2	1	-1.1
CCNC(=S)/N=C(/Nc1ccc(OC)cc1)Nc1nc(C)cc(C)n1	3	5	-1	-1.3	-11	i	-9	0.3	-7	2.7
NC(=O)CSc1nc2cccnc2n1-c1ccc(F)cc1	-3	-5	-2	-1.1	3	i	-3	-2.5	2	-1.2

Bioassay records: PubChem BioAssay, several laboratories
